DDE Tn6 FP inh = inhibitors of Tn6 peptide binding to fibrin DD(E), primary screen, biochemical, fluorescence polarization, human fibrin, Tn6 probe; Fibrinogen beta chain (Homo sapiens), P02675; Fibrin DD(E) TRITC-Tn6 fluorescence polarization displacement; inhibition, % at 8.3 µM; 370,000 compounds, 0.21% hits; AID 720509, 2013;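 active = inhibition above a per-campaign cutoff: mean of compounds within control limits plus 3 SD, cut at about 15% in these data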;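 also: 0% = median of all compound wells on the plate and 100% = blocking peptide control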
Tn7 DDE FP = inhibitors of Tn7 peptide binding to fibrin DD(E), primary screen, biochemical, fluorescence polarization, human fibrin, Tn7 probe | Fibrinogen beta chain (Homo sapiens), P02675 | FP displacement of FITC-Tn7 peptide from fibrin DD(E); 0% = median of compound wells per plate | inhibition, % at 8.3 µM | 370,000 compounds, 0.13% hits;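 active = inhibition above the mean of compounds falling within the control limits plus 3 SD of them, cut at about 14% in these data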;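 also: 0% = plate median of compound wells and 100% = 10 µM Aha-Tn7 peptide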
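Assay system: Human fibrin DD(E) protein | Medium: Tris buffer with calcium and detergent, pH 7.8 | Reagent: 0.1 µM fluorescent Tn7 | Compound dosing: Single point at 8.3 µM | Times: 10 min preincubation, 3 h with tracer, room temperature | Detection: Fluorescence polarization of the labelled Tn7 tracer | Controls: Aha-Tn7 high control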
HGIII-sPLA2 inh = human group III sPLA2 inhibitors, primary screen, biochemical, QFRET, BODIPY PC-A2 liposome substrate | Group 3 secretory phospholipase A2 (Homo sapiens), Q9NZ20 | QFRET BODIPY PC-A2 liposome hydrolysis, fluorescence | inhibition, % at 12.2 µM | 370,000 compounds, 0.56% hits;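 active = inhibition above mean plus 3 SD of compounds lying within the high and low control bounds, cut at about 19% in these data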;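 also: 0% = median of test compound wells and 100% = no enzyme DMSO wells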
ARFGAP1 inh = inhibitors of rat ARFGAP1 GAP activity, primary screen, biochemical, fluorescence polarization, GDP tracer; AID 651572, 2012; ADP-ribosylation factor GTPase-activating protein 1 (Rattus norvegicus), Q62848; Arfgap1-stimulated ARF1 GTP hydrolysis, GDP FP detection; 360,000 compounds, 0.26% hits; inhibition, % at 16.5 µM;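 active = inhibition above a per-plate limit, mean inhibition of low control wells plus 3 SD, cut at about 25% in these data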;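 also: 0% = DMSO wells with enzyme and 100% = wells lacking Arfgap1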
Target sequence (Q62848 1-136 limits assumed): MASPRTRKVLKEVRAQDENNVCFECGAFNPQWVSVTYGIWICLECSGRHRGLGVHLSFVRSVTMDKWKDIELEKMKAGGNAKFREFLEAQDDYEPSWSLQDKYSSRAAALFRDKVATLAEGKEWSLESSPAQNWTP
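Replicates: Single well per compound | Assay system: Truncated rat Arfgap1 GAP domain | Control set: No-Arfgap1 wells (100%) versus DMSO full-reaction wells (0%) | Times: Enzyme reaction 120 min at 25 °C after 20 min preincubation | Reagent: Human ARF1(Δ1-17)-GTP substrate | Measured by: Tracer-displacement fluorescence polarization with EDTA stop, 620/688 nm | Measure: Percent inhibition of Arfgap1-stimulated GTP hydrolysis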
proKLK7 act = proKLK7 zymogen activators, primary screen, biochemical, fluorescence intensity | activation, % at 7 µM | Kallikrein-7 (Homo sapiens), P49862 | 370,000 compounds, 0.9% hits | purified proKLK7, EDANS-DABCYL substrate fluorescence; 100% is mature enzyme control, 0% vehicle;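 active = activation above the mean of all tested compounds plus 3 SD, computed per campaign excluding outliers beyond control limits, cut at about 13% in these data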
Target sequence (P49862 whole entry, looked up): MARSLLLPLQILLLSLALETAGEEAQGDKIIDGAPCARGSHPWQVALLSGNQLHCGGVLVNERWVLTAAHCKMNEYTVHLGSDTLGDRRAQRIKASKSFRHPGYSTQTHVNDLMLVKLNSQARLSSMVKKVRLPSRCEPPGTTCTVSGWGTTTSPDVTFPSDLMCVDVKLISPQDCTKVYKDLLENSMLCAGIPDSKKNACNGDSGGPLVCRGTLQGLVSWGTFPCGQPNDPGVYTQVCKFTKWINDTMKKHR
ASAP1 inh = inhibitors of human ASAP1 ArfGAP activity, primary screen, biochemical, fluorescence polarization. ASAP1-stimulated ARF1 GTP hydrolysis, GDP FP detection. inhibition, % at 16.5 µM. 360,000 compounds, 0.19% hits. AID 624377, 2012; in the data active = inhibition above about 25%;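 also: 0% = vehicle with enzyme and substrate and 100% = no enzyme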
PLCb3 inh = human PLC-beta3 inhibitors, primary screen, biochemical, fluorescence; 1-phosphatidylinositol 4,5-bisphosphate phosphodiesterase beta-3 (Homo sapiens), Q01970; AID 720704, 2013; Purified PLC-beta3, fluorogenic substrate; 370,000 compounds, 0.18% hits; inhibition, % at 12.2 µM; in the data active = inhibition above about 11%;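 also: 0% = median of compound wells on plate and 100% = full blocker control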
UHRF1 binding = UHRF1 methylated DNA binding inhibitors, primary screen, counter-screen for MBD2 inhibitor project, biochemical, TR-FRET, human UHRF1, single concentration. UHRF1 binding to methylated oligo. AID 687016, 2013. E3 ubiquitin-protein ligase UHRF1 (Homo sapiens), Q96T88. 370,000 compounds, 0.75% hits. inhibition, % at 4.4 µM; in the data active = inhibition above about 21%;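 also: UHRF1 SRA domain binding a hemimethylated CpG hairpin DNA probe; 0% = median of test compound wells and 100% = reference inhibitor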
NR1D1 modulator = modulators of Rev-erb alpha DNA binding, primary screen, biochemical, FITC-DNA, fluorescence polarization, uHTS; AID 1259318, 2017; 370,000 compounds, 0.79% hits; activity, % at 10 µM; Rev-erbα–FITC-DNA binding, 90 min;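 active = activity above about 14%, limit read from the data; passing the limit was not always enough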;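 also: 0% = DMSO wells with 35 nM protein and 100% = DMSO wells with 750 nM protein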
Target sequence (P20393 whole entry, looked up): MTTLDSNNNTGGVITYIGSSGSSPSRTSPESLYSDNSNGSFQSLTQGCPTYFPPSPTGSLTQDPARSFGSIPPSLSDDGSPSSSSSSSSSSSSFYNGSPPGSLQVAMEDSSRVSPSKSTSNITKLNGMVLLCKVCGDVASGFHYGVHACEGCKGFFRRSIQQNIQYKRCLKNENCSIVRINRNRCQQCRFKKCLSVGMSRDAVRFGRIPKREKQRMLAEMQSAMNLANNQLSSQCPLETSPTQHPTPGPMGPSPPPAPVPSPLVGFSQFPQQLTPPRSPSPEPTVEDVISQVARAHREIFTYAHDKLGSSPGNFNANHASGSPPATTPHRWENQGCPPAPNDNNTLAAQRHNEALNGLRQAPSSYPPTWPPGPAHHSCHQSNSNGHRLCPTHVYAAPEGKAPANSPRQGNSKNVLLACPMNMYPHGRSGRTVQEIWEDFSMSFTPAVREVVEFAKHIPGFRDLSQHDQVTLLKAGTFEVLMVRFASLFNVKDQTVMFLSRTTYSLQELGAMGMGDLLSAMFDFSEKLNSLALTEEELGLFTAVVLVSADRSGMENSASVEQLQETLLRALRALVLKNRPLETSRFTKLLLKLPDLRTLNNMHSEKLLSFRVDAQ
PLCg1 inh = PLC-gamma1 enzyme inhibitors, primary screen, biochemical, fluorescence, purified enzyme. 1-phosphatidylinositol 4,5-bisphosphate phosphodiesterase gamma-1 (Homo sapiens), P19174. fluorogenic substrate. inhibition, % at 12.2 µM. 370,000 compounds, 0.84% hits; in the data active = inhibition above about 9.5%
Numbers without * were called inactive.

SMILES	DDE Tn6 FP inh	Tn7 DDE FP	HGIII-sPLA2 inh	ARFGAP1 inh	proKLK7 act	ASAP1 inh	PLCb3 inh	UHRF1 binding	NR1D1 modulator	PLCg1 inh
CC(C)(C)NC(=O)C(c1ccncc1)N(CC1CCCO1)C(=O)Cn1nnc(-c2ccc(F)cc2)n1 (stereo not given)	0	7	0	-5	0.2	-6	0	1	2	0
CCn1ccnc1CN1CCN(CCC(C)C)C(CCO)C1 (stereo not given)	-4	-6	-2	-3	0.2	-7	-6	0	7	2
COc1ccc(NC(=O)c2nn(C)c(C(=O)Nc3ccc(OC)cc3)c2[N+](=O)[O-])cc1	6	5	-5	3	-0.7	4	-7	-3	-1	2
O=C(NC(=S)NCCCN1CCOCC1)c1cccc2ccccc12	0	2	10	11	-0.6	9	0	1	4	-2
CC1CCCC(C)N1C(=O)CSc1nc2ncnc(N)c2[nH]1 (stereo not given)	-3	2	0	-8	0.4	0	1	1	4	2
Cc1cc(C)cc(NC(=O)C(OC(=O)Cn2cnc3c2c(=O)n(C)c(=O)n3C)c2ccccc2)c1 (stereo not given)	3	2	-6	2	-0.2	-10	-6	1	2	-1
COCCN(Cc1ccccc1)C(=O)Cc1ccc(OC)c(S(=O)(=O)N2CCOCC2)c1	4	1	2	9	-0.1	-14	4	-2	2	2
O=C(NCCN1CCCCCC1)C1CCC(CNS(=O)(=O)c2cccc3cccnc23)CC1 (stereo not given)	3	1	-5	3	0.1	-6	-3	-3	-7	0
O=C(NC(NC1CCS(=O)(=O)C1)C(=O)c1cccs1)c1ccccc1 (stereo not given)	-2	-1	3	-4	-0.3	-7	-2	1	-5	-1
CC(=O)N1CCOc2cc(S(=O)(=O)N3CCN(c4ccccc4)CC3)c(Cl)cc21	5	-6	-9	1	0.5	-2	-1	0	-2	1
COc1cc(OC)cc(C(=O)Nn2cc(C(=O)Nc3ccc(F)cc3F)c3ccccc3c2=O)c1	-2	4	-12	-6	0.9	-5	2	0	-4	0
O=C(CN(Cc1ccco1)C(=O)CNS(=O)(=O)c1ccc(F)cc1)NCc1ccccc1	3	-2	-5	3	0.9	2	-4	1	-3	1
C[C@H](CO)N1C[C@H](C)[C@@H](CN(C)C(=O)NC2CCCCC2)Oc2c(NC(=O)C3CCCCC3)cccc2C1=O	6	1	-2	0	0.8	-9	0	1	2	-1
CCNc1nc(NCC)n2c(SCC(=O)Nc3ccccc3Cl)nnc2n1	-3	-4	15	9	-0.1	7	-7	2	-3	3
Cc1ccc(NC(=O)c2noc3c2CC(C(C)(C)C)CC3)cc1 (stereo not given)	-6	-6	7	-3	-0.1	-8	9	3	3	2
COc1ccccc1CN1CCCC(C(=O)N2CCCCC2)C1 (stereo not given)	-9	-3	3	5	0.3	-5	-2	-1	1	4
O=[N+]([O-])c1cccc(Nc2c([N+](=O)[O-])ccc3nonc23)c1	-2	-3	4	3	0.0	-1	-1	1	1	5
CCNC(=O)OCCC12CC3CC(CC(C3)C1)C2	-1	4	1	-8	-0.2	-2	4	0	1	0
CC(NC(=O)c1nn(C)c2c1CS(=O)(=O)c1ccccc1-2)c1ccccc1 (stereo not given)	4	1	-2	-1	-0.4	-11	-4	-2	4	2
CCCn1c(C(O)c2ccc3c(c2)OCO3)nc2ccccc21 (stereo not given)	-3	1	-6	8	-0.5	-6	1	-1	-4	2
C/C(=N\Nc1nc(C)cc(-c2ccccc2)n1)c1cccc(N)c1	4	0	4	2	0.1	-4	-30	-1	-1	-17
CCCn1c(COc2ccccc2OC)nc2ccccc21	-4	-4	-4	-6	0.1	3	-5	0	4	0
CSc1cc(C)nc(N(C)C(C)=O)n1	0	2	-4	-2	-1.1	-6	0	4	-6	-1
COC(=O)c1cccc(NC(=O)C23CC4CC(C2)CC(n2cncn2)(C4)C3)c1	1	-4	3	-4	0.2	-2	2	1	-8	0
Cc1sc2nc(SCc3nnc(-c4cccs4)o3)n(C3CCCC3)c(=O)c2c1C	1	-3	-3	6	-0.5	5	2	1	5	0
Cc1c(NC(=O)C2CCCCC2)cc(C(=O)N2CCOCC2)cc1[N+](=O)[O-]	0	0	7	5	0.0	-12	-4	1	-1	0
CCC(CC)NC(=O)CON=C1c2ccccc2-c2ccccc21	-4	5	8	-1	-0.9	5	-4	3	4	-5
COc1cccc(N(C(C)=O)c2nc(C)cc(C)c2C#N)c1	-4	1	7	14	-0.3	3	3	4	-1	0
Cc1ccc(C)c(-n2nnnc2Sc2nc([N+](=O)[O-])nn2C)c1	9	2	11	1	0.1	4	0	5	1	0
CCOc1ccc(/C=N/NC(=O)CSc2ccccn2)cc1O	3	4	3	5	-0.6	3	-6	-3	-8	1

Whole records, looked up by structure.
Listed for CCC(CC)NC(=O)CON=C1c2ccccc2-c2ccccc21 → DDE Tn6 FP inh = -4; Tn7 DDE FP = 5; HGIII-sPLA2 inh = 8; ARFGAP1 inh = -1; proKLK7 act = -0.9; ASAP1 inh = 5; PLCb3 inh = -4; UHRF1 binding = 3; NR1D1 modulator = 4; PLCg1 inh = -5
Listed for C/C(=N\Nc1nc(C)cc(-c2ccccc2)n1)c1cccc(N)c1 → DDE Tn6 FP inh = 4; Tn7 DDE FP = 0; HGIII-sPLA2 inh = 4; ARFGAP1 inh = 2; proKLK7 act = 0.1; ASAP1 inh = -4; PLCb3 inh = -30; UHRF1 binding = -1; NR1D1 modulator = -1; PLCg1 inh = -17

More compounds follow:
SMILES	DDE Tn6 FP inh	Tn7 DDE FP	HGIII-sPLA2 inh	ARFGAP1 inh	proKLK7 act	ASAP1 inh	PLCb3 inh	UHRF1 binding	NR1D1 modulator	PLCg1 inh
CCc1c(O)nc(SCC(=O)N(CC)CC)[nH]c1=O	1	-1	6	-4	-0.2	-16	0	0	-2	3
Cc1ccc(S(=O)(=O)N[C@@H](CO)C(=O)N[C@@H](Cc2ccc(O)cc2)C(=O)O)cc1	-1	-6	2	-1	-0.5	-4	-4	0	3	0
CC(C)OP(=O)(OC(C)C)C(NC(=O)c1cccc([N+](=O)[O-])c1)C(N)=O (stereo not given)	0	2	7	-2	0.3	3	1	-1	0	1
COC(=O)c1ccc2nc(-c3cccc(Cl)c3)c(Cc3ccccc3OC)n2c1	-9	-6	-6	8	-1.5	1	-33	21*	0	-23
COC(=O)[C@]12C[C@H](CC(=O)NCCC(C)C)C(=O)N(CCC3=CCCCC3)C1=C[C@H](COCc1ccccc1)O[C@@H]2C	-4	4	-2	-3	0.9	-8	-1	-1	-6	-2
CC(=O)O[C@H]1CC[C@@]2(C)[C@@H](CC[C@H]3[C@@H]4CC[C@H](C(C)O)[C@@]4(C)CC(=O)[C@@H]32)C1 (stereo not given in full)	7	6	4	-13	0.5	1	1	-2	-1	-1
COc1cccc(CNC(=O)c2ccc(NS(=O)(=O)c3ccc4[nH]c(=O)[nH]c4c3)cc2)c1	-4	7	0	14	-0.6	1	-8	3	2	0
CC(OC(=O)CCNS(=O)(=O)c1ccc(Cl)cc1)C(=O)N(C)Cc1ccccc1 (stereo not given)	-2	2	-2	8	-0.4	8	5	-2	3	-2
O=C1CC(SC2=NCCS2)C(=O)N1c1cccc(Cl)c1Cl (stereo not given)	-7	-5	-22	-15	-0.4	5	-1	2	4	4
CC(=O)Nc1ccc(S(=O)(=O)N2CCN(CCCOc3ccccc3Cl)CC2)cc1	-16	9	-24	10	-0.5	-8	-2	-1	-1	2
CN1CCN(S(=O)(=O)c2cccc(C(=O)Nc3sc4c(c3-c3nc5ccccc5[nH]3)CCCC4)c2)CC1	1	2	1	6	50*	18	-89	-2	0	-79
Cc1ccc(NC(=O)C2CCN(C(=O)N3CCOc4ccccc43)CC2)cc1	-4	-2	-9	-2	-0.1	-8	3	0	4	1
Cc1ccc(S(=O)(=O)N2CCN(C(=O)C3Cc4ccccc4CN3C(=O)c3ccco3)CC2)cc1 (stereo not given)	3	7	6	6	-0.1	-6	0	0	4	5
NC(=O)CCS(=O)(=O)CCN1CCCCC1	3	1	7	0	-0.6	4	4	3	1	4
COc1cc(/C=N/Nc2ccccc2)ccc1OC(=O)c1cccs1	1	1	3	16	-0.5	14	-8	2	-1	-7
O=C(NCC(O)c1ccc([N+](=O)[O-])cc1)c1cccc(S(=O)(=O)N2CCOCC2)c1 (stereo not given)	-8	-4	-11	-10	-0.1	2	-3	0	6	1
O=C(CN1C(=O)C2C3C=CC(C3)C2C1=O)N1CC(=O)N(CCc2ccccc2)C(=O)C1 (stereo not given)	1	-9	-6	-3	-0.2	8	2	-1	2	2
O=C(Nc1ccccc1Cl)C1CCCN1C(=O)OCc1ccccc1 (stereo not given)	7	1	1	-3	0.5	2	4	0	-9	0
C#CCOCCOCCOCCNc1nc(N2CCN(C(=O)[C@H](CCCCN)n3cc(CCCC)nn3)CC2)nc(N2CCN(C(=O)[C@H](CCCCN)n3cc(CCC(=O)O)nn3)CC2)n1	1	-1	2	-4	0.1	2	0	12	-1	-3
CSc1ccc(S(=O)(=O)NCC(=O)OCC(=O)NCc2ccco2)cc1[N+](=O)[O-]	0	6	5	-3	-0.4	6	-9	1	3	3
CCN1CCN(c2nc3c(C)cccn3c(=O)c2C=C(C#N)C#N)CC1	-3	-6	-6	8	6.4	1	-150	-3	1	-113
CCc1c(-c2ccc(Br)cc2)ncn1Cc1cccc(-c2ccccc2)c1	4	6	-3	8	0.8	-4	2	4	1	0
O=C(Nc1ccccc1N1CCOCC1)c1ccc(Cl)c(S(=O)(=O)N2CCCC2)c1	-2	10	13	6	0.4	1	-11	0	3	2
Cc1cc(-c2ccccc2)nc(N(C)N)c1S(C)(=O)=O	10	-6	-2	10	3.3	-3	-60	-6	-6	-48
Cc1nc2c(cc1C(=O)N/N=C/c1ccc([N+](=O)[O-])cc1)c(=O)n(C)c(=O)n2C	1	5	2	7	-0.2	5	3	-3	-7	1
CCOC(=O)c1cc(-c2ccccc2)nn1CC1CC(c2ccc(OC)cc2)=NO1 (stereo not given)	-8	0	-7	4	-0.9	2	6	2	1	1
N#Cc1cc(NC2CCCC2)c([N+](=O)[O-])cc1C#N	-15	-8	25*	-1	-0.5	10	-7	2	15	6

High-throughput results from PubChem.
